FXIa inh: inhibitors of human coagulation factor XIa | purified human FXIa, fluorogenic AMC substrate cleavage | inhibition, % at 10 µM | actives 0.3% (n = 33,000) | AID 687;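 active = inhibition above 40% in the primary screen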;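 note: 0% = enzyme without compound and 100% = blank wells lacking enzyme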
Target sequence (P03951 19-387 limits assumed): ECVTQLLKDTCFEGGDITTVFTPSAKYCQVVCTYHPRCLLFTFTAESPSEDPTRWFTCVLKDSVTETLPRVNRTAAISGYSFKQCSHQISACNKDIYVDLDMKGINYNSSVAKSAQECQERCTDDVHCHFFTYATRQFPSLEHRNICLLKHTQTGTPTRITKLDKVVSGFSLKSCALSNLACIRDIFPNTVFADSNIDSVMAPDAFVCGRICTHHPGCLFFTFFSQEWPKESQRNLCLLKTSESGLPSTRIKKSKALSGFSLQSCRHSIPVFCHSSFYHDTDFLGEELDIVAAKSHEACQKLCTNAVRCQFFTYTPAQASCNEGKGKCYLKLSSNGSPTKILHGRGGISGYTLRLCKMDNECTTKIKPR
Target sequence (P03951 388-625 limits assumed): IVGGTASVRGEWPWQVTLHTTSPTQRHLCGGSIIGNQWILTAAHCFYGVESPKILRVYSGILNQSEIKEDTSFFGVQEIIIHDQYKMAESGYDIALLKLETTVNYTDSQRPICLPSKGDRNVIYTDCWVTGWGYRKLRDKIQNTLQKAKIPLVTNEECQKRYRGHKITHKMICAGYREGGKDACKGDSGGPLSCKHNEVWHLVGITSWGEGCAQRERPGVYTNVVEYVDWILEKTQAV
FXIIa inh: inhibitors of human coagulation factor XIIa. purified human FXIIa, AMC substrate fluorescence, 2 h. inhibition, % at 10 µM. actives 0.2% (n = 33,000). AID 701; in the data active = inhibition above about 30%;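 note: 0% = enzyme with vehicle only and 100% = no enzyme blank; many of its hits are not listed in these tables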
* hit, by the source's call. Not all compounds are listed; count on the stated rates, not on these rows.

FXIa inh	FXIIa inh	structure
-3	6	Cc1c(NC(=O)C(C)c2ccc(CC(C)C)cc2)c(=O)n(-c2ccccc2)n1C (stereo unspecified)
-3	13	CCC1(C)Cc2ccccc2C(Nc2c(C)n(C)n(-c3ccccc3)c2=O)=N1 (stereo unspecified)
-3	6	CCOC(=O)c1c(C)oc2ccc(O)cc12
25	-12	CC(=O)c1cccc(Nc2nc(=O)c3cccnc3s2)c1
6	4	COc1ccccc1C(=O)Nc1ccc(CN2CCCCC2)cc1
-3	-2	O=C(Nc1ccccc1N1CCN(C(=O)c2ccc(Cl)cc2)CC1)c1ccc(Br)cc1
1	4	CCCOc1ccc(CNC(=O)Cn2c(=O)oc3ccccc32)cc1
7	9	Oc1ccc(Cl)cc1C1=NCCNC(C(F)(F)C(F)F)=C1
3	7	Cc1cc(/C=C2\C(=N)N3C(SCc4ccccc4)=NSC3=NC2=O)c(C)n1Cc1ccccc1
-3	3	CCCCC1CCC(/C(N)=N/O)CC1 (stereo unspecified)
5	3	COC(=O)c1[nH]c2cccc(Cl)c2c1NC(=O)CN(C)C1CCCCC1
-5	2	Cc1ccc(-n2c(COc3c(C)cccc3C)nnc2SCC(=O)Nc2nccs2)cc1
5	5	Cc1ccc(-c2nnc(SCC(=O)Nc3sc(C)c(C)c3C#N)n2C)cc1
-18	3	Cc1ccc(-c2nnc(CSc3nc(C(C)C)nc4sc(C)c(C)c34)o2)cc1
13	-13	COc1ccnc(N=CNOCc2ccc(C)cc2)c1C#N
-4	12	O=C(COC(=O)C1(c2ccccc2F)CCCC1)N1CCOCC1
1	7	COc1ccc(S(=O)(=O)Nc2cc(C)c(O)cc2C(C)C)cc1
-8	9	O=c1[nH]c(=O)n(Cc2ccco2)c2c1C(C(F)(F)F)(C(F)(F)F)N=C(Cc1ccccc1)N2
3	0	COc1ccc(CCC(=O)NCc2ccco2)cc1
0	5	COc1ccc(CNc2ccc3c(c2)CCC3)cc1OC
2	9	CCOc1cc(C(=O)Nc2c(C)ccc3nsnc23)cc(OCC)c1OCC
2	4	Fc1ccccc1N1CCN(Cc2nc(-c3ccc(Cl)cc3Cl)no2)CC1
-1	8	CCOc1ccc(C(C)NC(=O)Nc2ccccc2C(=O)OC)cc1 (stereo unspecified)
0	6	CCN(Cc1cc2ccccc2[nH]c1=O)C(=O)C1CCCCC1
5	5	CC1(C)N=C(N)N=C(N)N1c1ccccc1

Individual results from the entries so far.
FXIa inh, CCOc1ccc(C(C)NC(=O)Nc2ccccc2C(=O)OC)cc1 (stereo unspecified) = -1
FXIa inh, CCCOc1ccc(CNC(=O)Cn2c(=O)oc3ccccc32)cc1 = 1

The main list resumes with the two entries that preceded the break.
FXIa inh	FXIIa inh	structure
0	6	CCN(Cc1cc2ccccc2[nH]c1=O)C(=O)C1CCCCC1
5	5	CC1(C)N=C(N)N=C(N)N1c1ccccc1
-6	-2	C[C@@]12CC(=O)NC1N(C(=O)c1cccc(C(F)(F)F)c1)C(c1ccccc1OC(=O)c1cccc(C(F)(F)F)c1)C2 (stereo partly specified)
-7	-4	Cc1nn(CC(O)Cn2c3c(c4ccccc42)CCN(C)C3=O)c(C)c1Br (stereo unspecified)
-2	6	CS(=O)(=O)N(Cc1ccccc1)c1ccccc1C(=O)N1CCN(c2ccccc2)CC1
-4	2	Nc1nonc1C(=O)NCCNCc1ccccc1OCc1ccccc1F
0	8	Cc1nn2c3ccccc3nc2c2ccccc12
4	0	O=C1c2ccccc2C(=O)N1CCCc1nc(-c2cccnc2)no1
4	11	Cc1c(C#N)c(N=CN(C)C)c(C(=O)c2ccc(Br)cc2)n1-c1ccc(Cl)cc1
26	-14	Cc1c(Cl)cccc1NC(=O)c1cc(-c2ccccc2O)n[nH]1
-4	8	CCOC(=O)/C=C1\SCC(=O)N1CC(=O)Nc1ccc(C(C)C)cc1
-1	2	O=c1[nH]c2ccccc2nc1Cc1ccccc1
5	4	CCN(CC)C(=O)CSc1nnc(C2CCCCC2)o1
4	7	O=C(NCc1cccnc1)c1cccc2c1C(=O)N(Cc1cccnc1)C2
9	24	O=C(Nc1ccc(Cl)cc1)[C@@H]1[C@@H]2C(=O)N(c3ccc(Cl)cc3)C(=O)[C@@H]2[C@H]2C=CC=NN21
8	8	COc1ccc(S(=O)(=O)N(C)CC(=O)Nc2ccc3c(c2)OCO3)cc1
-6	5	Cc1ccc(N2C(=O)CSC2c2ccccn2)cc1Cl (stereo unspecified)
7	2	Cc1cccc(-c2noc(CCCOc3ccc(Cl)cc3Cl)n2)c1
2	0	O=C1N(Cc2ccccc2F)c2ccccc2C12OCCCO2
-1	6	O=C(CN1CCN(C(=O)N2CCOCC2)CC1)Nc1ccc(Br)cc1
-1	-17	CCOC(=O)c1c(C)[nH]c(C(=O)COc2ccc3c(c2)OCO3)c1C
-4	0	CC(C)C(NC=C1C(=O)OC(C)(C)OC1=O)C(=O)O (stereo unspecified)
-10	8	CCOc1ccc(/C=C/C2=Cc3c(sc(NC(=O)CSc4n[nH]c(N)n4)c3C#N)C(C)(C)C2)cc1
13	-42	Cn1c(-c2cc3ccc(OC(=O)C(C)(C)C)cc3oc2=O)nc2ccccc21
1	6	Cc1ccc(C(=O)c2cncc(Br)c2)cc1
5	8	FC(F)Sc1ccc(NC(=S)NCC2CCCCC2)cc1
-1	4	COc1ccc2oc(=O)c(C(=O)N3CCN(c4ccc(F)cc4)CC3)cc2c1
-9	8	COCCNC(=O)C(C)OC(=O)c1cc2sccc2n1C (stereo unspecified)
-2	3	COc1ccc(CC(=O)N2CCN(c3ccccn3)CC2)cc1OC
4	1	CCN(Cc1ccccc1)C(c1ccc(C)cc1)c1nnnn1C(C)(C)CC (stereo unspecified)
1	5	O=C(CSc1nnc(-c2ccc(F)cc2)o1)Nc1ccc(S(=O)(=O)N2CCCCCC2)cc1
24	-19	CC1CCN(C(=O)COC(=O)c2cc(Cl)cc(Cl)c2N)CC1
-1	-16	N#Cc1nc(-c2ccc(OCc3ccc(Cl)cc3)cc2)oc1NCCCn1ccnc1
6	6	O=C(CNc1cccc2ccccc12)N/N=C/C(Br)=C/c1ccccc1
-3	3	COc1ccc(CCn2nnc(-c3ccc(NC(C)=O)c(Cl)c3)n2)cc1
5	14	O=C(NCc1ccc2c(c1)OCO2)c1ccc2c(c1)C(=O)N(Cc1cccnc1)C2=O
22	-11	C/C=C/C(=O)Nc1ccccc1Br
0	4	O=C1OC(Nc2ccc3c(c2)OCO3)c2ccccc21 (stereo unspecified)
6	7	O=C(CSCc1cccc(Cl)c1)NCc1ccc2c(c1)OCO2
6	4	c1ccc(CCNc2ncnc3scc(C4COc5ccccc5O4)c23)cc1 (stereo unspecified)
0	2	O=C(CSc1nc(-c2ccccc2)nc2c1Cc1ccccc1O2)Nc1ccccc1
1	7	COCCNc1oc(-c2ccc(F)cc2)nc1C#N
2	2	CCCS(=O)(=O)c1c(S(=O)(=O)CCC)c2ccccn2c1C(=O)OC
26	-11	c1ccc(-n2nnnc2SCc2ccccn2)cc1
2	3	COc1ccc(Cl)cc1NC(=O)CSc1nnc(CN2CCOCC2)n1-c1ccc(Cl)cc1
-2	1	COc1ccc(OCc2nc(N)nc(Nc3ccccc3)n2)cc1
5	2	COc1cc2[nH]c(=S)n(Cc3ccco3)c(=O)c2cc1OC
-6	5	CCSc1nnc(-c2cccnc2)n1Cc1ccco1
2	-1	CCOc1nc(C)ccc1-c1noc(-c2ccccc2OC)n1
0	8	CCOC(=O)/C(=N/Nc1ccc(Cl)cc1)S(=O)(=O)c1ccc(Cl)cc1
7	3	O=C1c2ccccc2C(=O)C12OC(c1ccccc1)C1(C(=O)c3ccccc3C1=O)C2c1cccc([N+](=O)[O-])c1 (stereo unspecified)
-1	2	NC1=NC(c2cn(-c3ccccc3)nc2-c2cccs2)n2c(nc3ccccc32)N1 (stereo unspecified)

29 of these compounds, reformatted:
SMILES | FXIa inh | FXIIa inh
CC(C)C(NC=C1C(=O)OC(C)(C)OC1=O)C(=O)O (stereo unspecified) | -4 | 0
CCOc1ccc(/C=C/C2=Cc3c(sc(NC(=O)CSc4n[nH]c(N)n4)c3C#N)C(C)(C)C2)cc1 | -10 | 8
Cn1c(-c2cc3ccc(OC(=O)C(C)(C)C)cc3oc2=O)nc2ccccc21 | 13 | -42
Cc1ccc(C(=O)c2cncc(Br)c2)cc1 | 1 | 6
FC(F)Sc1ccc(NC(=S)NCC2CCCCC2)cc1 | 5 | 8
COc1ccc2oc(=O)c(C(=O)N3CCN(c4ccc(F)cc4)CC3)cc2c1 | -1 | 4
COCCNC(=O)C(C)OC(=O)c1cc2sccc2n1C (stereo unspecified) | -9 | 8
COc1ccc(CC(=O)N2CCN(c3ccccn3)CC2)cc1OC | -2 | 3
CCN(Cc1ccccc1)C(c1ccc(C)cc1)c1nnnn1C(C)(C)CC (stereo unspecified) | 4 | 1
O=C(CSc1nnc(-c2ccc(F)cc2)o1)Nc1ccc(S(=O)(=O)N2CCCCCC2)cc1 | 1 | 5
CC1CCN(C(=O)COC(=O)c2cc(Cl)cc(Cl)c2N)CC1 | 24 | -19
N#Cc1nc(-c2ccc(OCc3ccc(Cl)cc3)cc2)oc1NCCCn1ccnc1 | -1 | -16
O=C(CNc1cccc2ccccc12)N/N=C/C(Br)=C/c1ccccc1 | 6 | 6
COc1ccc(CCn2nnc(-c3ccc(NC(C)=O)c(Cl)c3)n2)cc1 | -3 | 3
O=C(NCc1ccc2c(c1)OCO2)c1ccc2c(c1)C(=O)N(Cc1cccnc1)C2=O | 5 | 14
C/C=C/C(=O)Nc1ccccc1Br | 22 | -11
O=C1OC(Nc2ccc3c(c2)OCO3)c2ccccc21 (stereo unspecified) | 0 | 4
O=C(CSCc1cccc(Cl)c1)NCc1ccc2c(c1)OCO2 | 6 | 7
c1ccc(CCNc2ncnc3scc(C4COc5ccccc5O4)c23)cc1 (stereo unspecified) | 6 | 4
O=C(CSc1nc(-c2ccccc2)nc2c1Cc1ccccc1O2)Nc1ccccc1 | 0 | 2
COCCNc1oc(-c2ccc(F)cc2)nc1C#N | 1 | 7
CCCS(=O)(=O)c1c(S(=O)(=O)CCC)c2ccccn2c1C(=O)OC | 2 | 2
c1ccc(-n2nnnc2SCc2ccccn2)cc1 | 26 | -11
COc1ccc(Cl)cc1NC(=O)CSc1nnc(CN2CCOCC2)n1-c1ccc(Cl)cc1 | 2 | 3
COc1ccc(OCc2nc(N)nc(Nc3ccccc3)n2)cc1 | -2 | 1
COc1cc2[nH]c(=S)n(Cc3ccco3)c(=O)c2cc1OC | 5 | 2
CCSc1nnc(-c2cccnc2)n1Cc1ccco1 | -6 | 5
CCOc1nc(C)ccc1-c1noc(-c2ccccc2OC)n1 | 2 | -1
CCOC(=O)/C(=N/Nc1ccc(Cl)cc1)S(=O)(=O)c1ccc(Cl)cc1 | 0 | 8

Continuation:
FXIa inh	FXIIa inh	structure
-6	6	O=C(Nc1cccc(Cl)c1)OCc1cncs1
-5	2	CCCNS(=O)(=O)c1ccc(OCC(=O)Nc2ccc3c(c2)OCCO3)cc1
-7	6	O=C(c1ccccc1)N1CCN(C2CC3CCC2C3)CC1 (stereo unspecified)
5	2	COc1ccc(S(=O)(=O)NCCc2ccc(F)cc2)cc1
9	8	Cc1ccc(N(CC(=O)NCc2ccc(F)cc2)S(=O)(=O)c2cccs2)cc1
13	3	CCCOc1ccc(C(=O)NCCO)cc1
1	6	Cc1ccc(/C=N/c2sc3c(c2C#N)CCC3)o1
-5	8	Cc1cc(C)c(NC(=O)CC(C)(C)C)c(Cl)c1
1	11	CCOC(=O)c1c[nH]c2c(Cl)c(Cl)ccc2c1=O
2	9	COc1nnc(-c2ccc(N3CCCCC3)c(NC(C)=O)c2)c2ccccc12
0	8	COc1ccccc1-n1cnc2cc(NCc3cccs3)ccc21
14	-11	CCCCN(CCCC)S(=O)(=O)c1ccc(NS(=O)(=O)c2ccc(NC(C)=O)cc2)cc1
-3	2	COc1ccc(NC(=O)c2ccco2)c(NC(=O)Cc2cccs2)c1
5	5	CN(C)CCOC(=O)C1(c2ccccc2)CCOCC1
14	-16	Cc1ccc(C(CC(=O)O)C2CCOC(C)(C)C2)cc1 (stereo unspecified)
-6	1	NC(=O)C1CCN(C(=O)COc2cccc3ccccc23)CC1
2	4	CCc1ccc(C(C(=O)NC2CCCCC2)N(C(=O)CNC(=O)c2ccco2)c2cccnc2)cc1 (stereo unspecified)
1	-3	CC1(C(=O)NCc2ccccc2)Oc2ccccc2NC1=O (stereo unspecified)
-3	7	CCCCn1cc(SCC(=O)O)c2ccccc21
-13	-1	Cc1ccc2nc(SCC(=O)c3cc(C)n(C)c3C)[nH]c2c1
-3	3	CCOC(=O)C1=C(C)Nc2nc(=S)[nH]n2C1c1ccc(Cl)cc1 (stereo unspecified)
29	-12	COCCNC(=O)CSc1nc(-c2ccccc2)cs1
-2	7	CCOC(=O)c1cc(C)sc1NC(=O)c1ccc(Cl)s1
-4	1	Cn1c(NCc2ccco2)nc2c1c(=O)n(Cc1ccc(Br)cc1)c(=O)n2C
0	4	Cc1cc(C)n(-c2nnc3n2N=C(c2c[nH]c4ccccc24)CS3)n1
3	5	CCOC(=O)/C(C(N)=NCCCO)=C(/O)c1ccccc1
-10	7	CS(=O)(=O)N(CC(=O)N1CCN(c2ccc(F)cc2)CC1)c1ccc(F)c(Cl)c1
-1	2	Cn1c(SCC(=O)N2CCN(c3ccccc3)CC2)nnc1-c1ccccc1
7	2	Cc1nnc(SCC(=O)N2CCN(S(=O)(=O)c3ccccc3)CC2)n1Cc1ccccc1

Bioassay records from PubChem.
